Screens from PubChem.
SKN-1 inh: suppressors of acrylamide-induced Pgst-4::GFP reporter in worms, primary screen, SKN-1 inhibitor project, whole organism, uHTS, GFP/RFP fluorescence ratio, strain VP596; C. elegans VP596 Pgst-4::GFP/RFP ratio, 24 h; 360,000 tested, 0.49% active; AID 624304, 2012; inhibition, % at 21.8 µM;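 active = interference check ratio from 0.5 to 1.5 plus GFP to RFP signal ratio inhibition reaching or exceeding a fixed threshold, cut at about 30% in these data, passing the limit was not always enough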; note: some compounds called inactive have numbers as strong as hits
TbMetRS inhib: T. brucei MetRS inhibitors, primary screen, biochemical, luminescence. methionyl-tRNA synthetase (Trypanosoma brucei brucei). purified T. brucei MetRS, ATP depletion, Kinase-Glo luminescence. inhibition, % at 11.9 µM. 360,000 tested, 0.4% active. AID 624268, 2012;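 active = inhibition above a per-plate cutoff of the control wells' mean inhibition plus 3 SD, cut at about 5.5% in these data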;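 note: 0% = DMSO wells median and 100% = median of wells with control inhibitor compound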
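Test system: purified T. brucei MetRS enzyme. Also added: ATP, methionine and E. coli bulk tRNA substrates. Compound: 11.9 µM single point. Schedule: 15 min enzyme-compound preincubation, 2 h reaction, 10 min detection, 25 °C. Signal: luciferase luminescence of residual ATP, Kinase-Glo. Evaluation: percent inhibition versus plate control medians. Controls: DMSO wells, low control.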
LMPTP block: LMPTP phosphatase inhibitors, primary screen, biochemical, fluorescence intensity, uHTS; Low molecular weight phosphotyrosine protein phosphatase (Homo sapiens), P24666; recombinant LMPTP-A, OMFP fluorogenic substrate; inhibition, % at 20 µM; 360,000 tested, 0.22% active;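 active = compounds that cut the enzyme signal by at least half of the control window in the single-dose screen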;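 note: plate controls were DMSO wells with enzyme plus substrate for no effect and substrate without enzyme for full effect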
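material = LMPTP-A | quantity = 0.625 nM enzyme | reagent = OMFP substrate, 400 µM final | buffer or medium = Bis-Tris pH 6.0, DTT, detergent | detection = endpoint fluorescence intensity from OMFP dephosphorylation | dosing = single 20 µM dose | read-out basis = % inhibition relative to no-enzyme and uninhibited control wells | control set = no-enzyme and uninhibited controls | timing = 50 min at room temperature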
Scp1 inh: Scp-1 phosphatase inhibitors, primary screen, biochemical, colorimetric, uHTS; inhibition, % at 20 µM; 340,000 tested, 0.88% active; Recombinant Scp1, phosphopeptide, malachite green phosphate absorbance; Carboxy-terminal domain RNA polymerase II polypeptide A small phosphatase 1 (Homo …;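 active = inhibition above about 50% at 20 µM, limit read from the data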;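 note: plate controls were DMSO wells with enzyme for no effect and wells lacking enzyme for full effect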
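Assay system: SCP-1 catalytic fragment, aa 76-261 | Buffer or medium: Tris acetate buffer pH 5.5 with MgCl2 and Tween-20 | Compound: One concentration, 20 µM, with 1.0% DMSO | Also added: Phospho 17-mer peptide substrate | Signal: Absorbance at 630 nm | Incubation: 45 min enzyme reaction at room temperature | Measure: % inhibition of SCP-1 phosphate liberation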
CendR NRP1 mod: modulators of CendR peptide binding to NRP-1, primary screen, biochemical, fluorescence polarization, uHTS. FAM-RPARPAR peptide binding to NRP-1. inhibition, % at 25 µM. 360,000 tested, 0.85% active. AID 602438, 2012;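 active = inhibition or corrected inhibition above about 18%, plus a signal ratio from 0.5 to 1.5, limit read from the data, passing the limit was not always enough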; note: strong numbers were not always called active
Target sequence (O14786 whole entry, looked up): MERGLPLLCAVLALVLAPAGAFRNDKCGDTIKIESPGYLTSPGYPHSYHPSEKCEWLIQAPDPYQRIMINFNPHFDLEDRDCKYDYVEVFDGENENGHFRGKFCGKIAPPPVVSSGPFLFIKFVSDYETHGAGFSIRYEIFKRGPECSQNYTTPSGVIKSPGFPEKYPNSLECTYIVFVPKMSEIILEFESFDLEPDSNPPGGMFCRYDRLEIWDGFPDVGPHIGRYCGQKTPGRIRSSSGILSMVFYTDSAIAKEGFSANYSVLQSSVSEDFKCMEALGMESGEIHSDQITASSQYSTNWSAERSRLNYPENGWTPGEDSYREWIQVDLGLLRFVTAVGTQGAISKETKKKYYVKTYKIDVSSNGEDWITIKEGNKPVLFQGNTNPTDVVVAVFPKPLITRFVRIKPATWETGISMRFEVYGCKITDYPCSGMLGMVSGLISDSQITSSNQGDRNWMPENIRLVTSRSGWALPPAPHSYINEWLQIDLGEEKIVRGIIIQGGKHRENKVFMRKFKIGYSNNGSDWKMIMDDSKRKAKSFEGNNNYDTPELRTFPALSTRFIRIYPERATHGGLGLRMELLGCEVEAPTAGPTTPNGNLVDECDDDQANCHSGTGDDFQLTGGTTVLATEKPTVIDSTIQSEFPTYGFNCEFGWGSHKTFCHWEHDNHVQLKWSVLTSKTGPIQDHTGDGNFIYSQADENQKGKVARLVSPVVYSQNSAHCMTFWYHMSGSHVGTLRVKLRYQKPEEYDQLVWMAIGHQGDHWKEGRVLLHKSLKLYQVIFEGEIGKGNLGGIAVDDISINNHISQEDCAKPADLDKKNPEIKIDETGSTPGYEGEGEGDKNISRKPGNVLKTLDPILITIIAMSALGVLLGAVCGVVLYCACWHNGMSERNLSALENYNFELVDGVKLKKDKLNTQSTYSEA
Neddyl block: inhibitors of cullin neddylation, primary screen, biochemical, TR-FRET, uHTS, NAE and Ubc12 | calls only at 25 µM | 360,000 tested, 0.58% active; in the data active = inhibition above about 36%
NadD inh: inhibitors of S. aureus NadD, primary screen, biochemical, colorimetric, uHTS; Nicotinate-nucleotide adenylyltransferase NadD (Staphylococcus aureus N315); purified NadD enzyme, colorimetric absorbance read-out; inhibition, % at 20 µM; 360,000 tested, 0.78% active; in the data active = inhibition above about 26%; note: some compounds past the cut are filed as inactive
SUMO1-SIM PPI: modulators of SUMO1 protein-protein interactions, primary screen, biochemical, uHTS; SUMO1 binding to a labelled peptide, TR-FRET, 1 h; Small ubiquitin-related modifier 1 (Homo sapiens), P63165; AID 602429, 2012; 360,000 tested, 0.33% active; inhibition, % at 20 µM; in the data active = inhibition above about 37%
STEP block: STEP phosphatase inhibitors, primary screen, biochemical, fluorescence intensity, uHTS | inhibition, % at 20 µM | recombinant STEP, OMFP fluorogenic substrate | 360,000 tested, 0.25% active | Tyrosine-protein phosphatase non-receptor type 5 (Homo sapiens), P54829;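 active = inhibition at 20 µM, scaled per plate between control wells, above about 37%, limit read from the data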;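 note: 0% = DMSO with enzyme and substrate and 100% = substrate only without enzyme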
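System: STEP (striatal-enriched tyrosine phosphatase) enzyme, cell-free; medium: Bis-Tris pH 6.0 buffer with DTT, detergent; dosing: 20 µM, 1% DMSO; times: reaction 20 min, ambient temperature; detection: fluorescence, 480/540 nm; read-out basis: normalized % inhibition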
DNMT1 inh: human DNMT1 methyltransferase inhibitors, primary screen, biochemical, molecular beacon, fluorescence, HinP1I cleavage, uHTS. DNA (cytosine-5)-methyltransferase 1 (Homo sapiens), P26358. inhibition (reported as % activation of signal), % at 10 µM. 360,000 tested, 0.83% active. AID 588458, 2011; in the data active = inhibition above about 50%
Numbers without * were called inactive; i = inactive; / = no result given.

SMILES	SKN-1 inh	TbMetRS inhib	LMPTP block	Scp1 inh	CendR NRP1 mod	Neddyl block	NadD inh	SUMO1-SIM PPI	STEP block	DNMT1 inh
O=S(=O)(c1ccccc1)c1nc(-c2cccs2)oc1NCc1cccnc1	29	-0.2	-0.6	7	3	i	1	-16	0	-2
CN(C)CCNC(=O)c1cccc(-c2cnc3c(NC=O)cc(-c4ccc(S(C)(=O)=O)cc4)cn23)c1	-10	-0.1	-1.4	/	-3	i	-4	-27	2	2
CC1CCCN(S(=O)(=O)c2ccc3c(c2)CCN3C(=O)C2CCC2)C1 (stereo unspecified)	8	-0.2	0.8	-7	-3	i	-3	2	-1	2
CCOc1ccc(C2NC(=S)NC3=C2CCc2ccccc23)cc1 (stereo unspecified)	15	-0.1	1.5	-7	-2	i	1	-12	-2	-7
COCCN(C(=O)COC(=O)c1ccccc1Cc1ccccc1)c1c(N)n(Cc2ccccc2)c(=O)[nH]c1=O	-11	-0.4	0.6	-1	-5	i	-3	7	-3	-1
Cc1ccc(Cn2nc(C)cc2C(=O)Nc2ccccc2Cl)cc1	1	-0.6	-1.4	-18	4	i	-10	1	-2	3
CNC(=S)N(CCc1c(C)[nH]c2ccc(F)cc12)Cc1cccnc1	-4	-0.9	0.3	-4	0	i	-6	4	0	-5
Cc1ccc(CCNC(=O)c2ccc(CS(=O)(=O)Cc3ccc(F)cc3)o2)cc1	-24	-0.6	-1.7	-5	5	i	-6	2	-3	2
Cc1ccc(NS(=O)(=O)c2cc(C(=O)N3CCOCC3)ccc2C)cc1	0	-0.1	-0.6	-9	-10	i	2	1	0	0
COC(=O)NCC(c1cccnc1)N1CCN(c2ccccc2)CC1 (stereo unspecified)	7	-1.0	-1.0	2	-5	i	-3	-3	4	0
O=C(CCC(=O)N1CCN(c2ccccc2)CC1)Nc1nnc(C2CCCCC2)s1	10	1.3	0.2	-7	-2	i	-3	2	0	1
CCn1nc(C)cc1C(=O)N1CCCC(CCC(=O)NCc2ccccc2F)C1 (stereo unspecified)	0	-0.1	-1.2	-10	6	i	2	-2	1	-1
CCCCc1ccc(S(=O)(=O)N2CCN(C(=O)c3ccco3)CC2)cc1	20	-0.8	-0.1	-7	-1	i	1	0	2	12
COc1ccc(NC(=O)CSc2n[nH]c(-c3ccncc3)n2)c([N+](=O)[O-])c1	7	-0.2	-1.5	-7	7	i	0	-33	-2	3
CC(C)(C)OC(=O)N1C[C@H](O)C[C@H]1C(=O)OCC(=O)c1ccc([N+](=O)[O-])cc1	-17	-1.1	-0.3	3	12	i	-7	-41	-2	-5
O=C(Nc1ccccc1)c1cccc(N2C(=O)C3C4CC(C(Br)C4Br)C3C2=O)c1 (stereo unspecified)	20	-0.5	0.6	-7	-7	i	0	2	-3	-3
Cc1nn(CC(=O)NCc2ccc(Cl)cc2)c(C)c1[N+](=O)[O-]	3	-0.2	-2.3	-11	-7	i	-1	-1	-3	-3
O=C(Cc1c[nH]c2ccccc12)Nc1ccc(N2CCOCC2)cc1	-8	-1.4	-0.7	-3	1	i	-7	3	4	-3
COC(=O)c1ccc(COc2cccc(C)c2C)cc1	-4	-1.0	5.3	-3	4	i	-3	-1	1	7
Cc1ccccc1OCC(=O)Nc1ccccc1-c1ccccc1NC(=O)COc1ccccc1C	12	-0.9	2.9	-3	0	i	-5	-1	3	7
CCCNC(=O)C(=O)Nc1ccc(N(C)C)cc1	32	-0.7	-1.9	5	-6	i	1	-1	0	-4
C#CCOCCOCCOCCNc1nc(N2CCN(C(=O)Cn3cc(CCCN=C(N)N)nn3)CC2)nc(N2CCN(C(=O)[C@H]([C@@H](C)CC)n3cc(CCCCN)nn3)CC2)n1	5	-0.4	7.2	-6	-2	i	-7	-25	-1	-2
COc1ccc(OC)c2sc(N3CCCCC3)nc12	18	-0.6	-0.6	-1	11	i	9	-1	-1	0
O=c1oc(-c2ccccc2)cc(Cl)c1Cl	-15	-0.9	-0.4	-3	5	i	-6	-66	1	11
CN(Cc1ccc(F)cc1)C(=O)c1cccc(S(=O)(=O)NCc2ccccc2)c1	-9	-0.3	0.0	-7	10	i	-9	0	-1	-4
CCOc1ccc(CN2CCNC(=O)C2CC(=O)NCCC2=CCCCC2)cc1 (stereo unspecified)	-5	-0.4	0.6	-3	18	i	-3	2	0	-4
CCC(=O)Nc1nc2ccccc2n1CCN(C)C	-1	-0.1	-2.0	0	12	i	-3	1	-1	0
CN(Cc1cccc(F)c1)C(=O)CN1C(=O)NC2(CCc3ccccc32)C1=O (stereo unspecified)	3	-0.1	0.1	-8	-1	i	1	1	-1	0
Cc1cc(N(C)NC(=S)Nc2ccccc2)nc(C)n1	-2	0.6	-0.8	-8	0	i	-3	0	-3	2
COc1cc(/C=N\NC(=O)C2C(=O)NCC2c2ccccc2)cc(OC)c1O (stereo unspecified)	-3	-1.1	0.9	-4	-2	i	4	-8	0	-3
CC(C)CN(C(=O)CSc1nn(-c2ccc(Cl)cc2)c(=S)s1)C1CCS(=O)(=O)C1 (stereo unspecified)	6	-0.6	-0.4	-8	-6	i	1	-1	4	-1
Nc1ccc2nc(-c3ccccc3)c(-c3ccccc3)nc2c1	1	-0.4	4.8	-2	40	i	22	-28	-2	-6
O=C(CSc1nnc(-c2ccccc2)o1)NC1CC1	-1	-0.5	-0.3	-1	5	i	-8	-9	0	1
N#CCCn1nc(-c2ccccc2)cc1-n1c(C(F)(F)F)nc2ccccc21	10	0.3	1.5	-12	4	i	5	1	-2	-1
O=C(CNS(=O)(=O)c1ccc(Br)s1)NCC1COc2ccccc2O1 (stereo unspecified)	7	0.6	1.7	-6	2	i	-7	1	-1	2
COCCNS(=O)(=O)c1ccc(Cl)c(C(=O)NC2CCN(Cc3ccccc3)CC2)c1	14	0.2	-0.2	-6	-2	i	0	2	-2	1
Cc1cc(=O)oc2c3c(cc(OCC(=O)NC4CC4)c12)OC(C)(C)CC3	19	-0.4	0.7	4	7	/	3	7	3	-1
COc1cccc(C2=NOC(C(=O)NC(C)C)C2)c1 (stereo unspecified)	-7	0.2	-2.9	-6	8	i	-8	2	-27	15
COc1ccc(-c2cc3c(c4c2ccn4C)C2CCC3O2)cc1OC (stereo unspecified)	-5	-0.2	0.8	/	4	i	-4	-31	1	3
CC(Sc1n[nH]c(N)n1)C(=O)Nc1ccccc1-c1ccccc1 (stereo unspecified)	-3	0.0	0.3	-26	1	i	-7	-1	0	-2
COc1ccc(NC(=O)c2ccc(S(=O)(=O)N3CCCCC3)cc2)c(OC)c1	14	0.0	-0.2	-10	3	i	-3	0	-2	-1
FC(F)(F)c1nc2nncn2c2c1CCCCC2	-4	-0.1	-0.9	3	7	/	-3	-3	1	0
CCOCC(=O)Nc1ccc(S(=O)(=O)NCC2CCCO2)cc1 (stereo unspecified)	12	0.4	-1.4	-5	14	i	-5	2	4	-3
CC(=O)N(CN1C(=O)c2ccccc2C1=O)c1ccccc1	-4	-0.2	1.8	2	-5	i	-6	-10	0	0
O=C(O)c1cscn1	16	-0.1	-1.7	-1	6	i	6	-1	2	-1
C[C@@]12C(=O)N(c3cccc(F)c3)C(=O)N1[C@H](c1ccc(Cl)cc1)[C@@H]1C(=O)N(C3CCCCC3)C(=O)[C@@H]12	-5	-0.5	0.3	-5	8	i	-8	0	-1	-7
OC1(c2ccccc2Cl)NN=C2CCCCCN21 (stereo unspecified)	0	-1.5	-0.8	-3	3	i	-1	2	-2	2

Compounds listed so far with an aryl methoxy group, in the order listed:
SMILES	SKN-1 inh	TbMetRS inhib	LMPTP block	Scp1 inh	CendR NRP1 mod	Neddyl block	NadD inh	SUMO1-SIM PPI	STEP block	DNMT1 inh
COc1ccc(NC(=O)CSc2n[nH]c(-c3ccncc3)n2)c([N+](=O)[O-])c1	7	-0.2	-1.5	-7	7	i	0	-33	-2	3
COc1ccc(OC)c2sc(N3CCCCC3)nc12	18	-0.6	-0.6	-1	11	i	9	-1	-1	0
COc1cc(/C=N\NC(=O)C2C(=O)NCC2c2ccccc2)cc(OC)c1O (stereo unspecified)	-3	-1.1	0.9	-4	-2	i	4	-8	0	-3
COc1cccc(C2=NOC(C(=O)NC(C)C)C2)c1 (stereo unspecified)	-7	0.2	-2.9	-6	8	i	-8	2	-27	15
COc1ccc(-c2cc3c(c4c2ccn4C)C2CCC3O2)cc1OC (stereo unspecified)	-5	-0.2	0.8	/	4	i	-4	-31	1	3
COc1ccc(NC(=O)c2ccc(S(=O)(=O)N3CCCCC3)cc2)c(OC)c1	14	0.0	-0.2	-10	3	i	-3	0	-2	-1
